# Pf growth 96h: P. falciparum growth inhibition at 96 hours; P. falciparum luciferase reporter growth, 96 h; hit rate 6.9% among 320,000; AID 504834; Potency, µM (series often up to 28.7 µM), inactives show at the highest dose activity change, negative = inhibition, usual class: inhibitors; also: potency is read from the fitted curve at half-maximal effect; % is scaled to controls: 0 for no effect and ±100 for the full control effect
#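 Parasite growth measured via integrated firefly luciferase reporter in P. falciparum. Infected erythrocytes at 2% hematocrit, 0.05% parasitemia final were treated 96 hours at 37 C under 5% CO2, and luminescence was read.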
# Giardia FBPA inh: blocks Giardia fructose-bisphosphate aldolase activity | AID 2451 | purified Giardia FBPA | Potency, µM (doses to about 59.6 µM), for the others: at the top dose activity, negative = inhibition, actives largely listed as inhibitors | A8B2U2 | hit rate 0.71% among 290,000; also: potency is read from the fitted curve at half-maximal effect; % is scaled to controls: 0 for no effect and ±100 for the full control effect; nearly all actives have a fitted effect of over 55% in size
# Target sequence (A8B2U2 whole entry, looked up): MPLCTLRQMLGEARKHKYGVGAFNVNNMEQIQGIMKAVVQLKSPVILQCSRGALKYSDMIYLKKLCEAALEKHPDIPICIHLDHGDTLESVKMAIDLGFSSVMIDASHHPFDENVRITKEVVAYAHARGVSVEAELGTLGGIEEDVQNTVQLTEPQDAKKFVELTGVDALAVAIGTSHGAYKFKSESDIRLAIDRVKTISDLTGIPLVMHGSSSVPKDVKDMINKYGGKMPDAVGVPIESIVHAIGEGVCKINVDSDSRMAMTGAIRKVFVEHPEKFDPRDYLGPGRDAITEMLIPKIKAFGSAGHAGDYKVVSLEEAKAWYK
#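 Giardia FBPA (40 nM reagent) was preincubated 10 min at RT with compound (up to 57.5 uM final), then substrate plus GAPDH/TPI/NAD/arsenate coupling system with diaphorase/resazurin was added; resorufin fluorescence (525/598 nm) was read after 20 min.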
# CHX counter: affects cycloheximide protein synthesis inhibition readout, counter-screen | cell reporter, cycloheximide protein synthesis inhibition counterscreen | max response, % | hit rate 12% among 300,000 | AID 2314; in the data active = max response mostly above about 13%, no sharp cut-off; inactive = mostly below about 14%; also: read at 38.3 µM for the half of the compounds with a filed dose; 0% is about no effect
# Pf growth 48h: inhibits P. falciparum growth in the first generation, 48 h; P. falciparum luciferase growth in erythrocytes, 48 h; Potency, µM (titrated, usually from 28.7 µM), without a hit: top-dose activity change, negative = inhibition, actives largely listed as inhibitors; hit rate 5.9% among 310,000; AID 504832; also: potency is read from the fitted curve at half-maximal effect; % is scaled to controls: 0 for no effect and ±100 for the full control effect
#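 A one-generation exposure of luciferase-tagged malaria parasites in RPMI 1640/Albumax erythrocyte culture, 37 C and 5% CO2. Inhibition is inferred from decreased luminescence after adding detection reagent.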
# HCV inh: inhibitors of hepatitis C virus infection; Huh7.5.1 HCVcc-Cre infection, luciferase reporter, 44 h; Potency, µM (doses to about 41.8 µM), for the others: at the top dose activity change, negative = inhibition, actives largely listed as inhibitors; hit rate 3.4% among 340,000; also: potency is read from the fitted curve at half-maximal effect; % is scaled to controls: 0 for no effect and ±100 for the full control effect
#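 Cells seeded at 1,000/well and cultured 4 h, then compounds added followed by HCVcc-Cre virus (~0.5 moi). After 44 h further culture, luciferase substrate was added, plates held 15 min at room temperature, and luminescence read for 15 sec.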
# Shiga toxin inh: Shiga toxin inhibition. Vero cells, Shiga toxin protein synthesis inhibition reporter. inhibition, % at 38.7 µM. hit rate 9.2% among 290,000; in the data active = inhibition mostly above about 28%, no sharp cut-off; inactive = mostly below about 43%; also: 0% is about no effect
# The depositor's hits bear a star; ? = inconclusive; / = no result given; [ ] = dose if it differs, or a comment. Unless noted, calls follow the shape of the dose curve; as a rule, active = well fitted curve in the direction sought with a large enough effect; inconclusive = small, poorly fitted or top-dose-only effect, or another doubt; inactive = no such curve, though single readings can be large; an effect the other way counts as inactive or inconclusive.
# Screens by letter: A = Pf growth 96h; B = Giardia FBPA inh; C = CHX counter; D = Pf growth 48h; E = HCV inh; F = Shiga toxin inh
CCn1cc(C(=O)NC(C)C)c(=O)c2cc(F)c(N3CCN(C(=O)c4ccco4)CC3)cc21
  A = 5.86µM*	B = 9.5%	C = -2.0	D = 5.22µM*	E = ?	F = -17.2
Cc1sc(NC(=O)c2ccc3ncsc3c2)c(C(N)=O)c1C
  A = 201.8%[activator]	B = /	C = /	D = 112.2%[activator]	E = 4.5%	F = /
O=C(N/N=C/c1ccc(-c2ccccc2)o1)c1ccccc1O
  A = ?	B = 7.4%	C = 16.0	D = ?	E = 11.3%	F = 40.4*
O=C(OCc1nc2ccc(Cl)cc2n1CCO)c1ccccc1
  A = 4.0%	B = -7.4%	C = -2.2	D = -1.3%	E = 19.4%	F = -5.5
O=C1CN(C(=O)COC(=O)CNS(=O)(=O)/C=C/c2ccccc2)c2ccccc2N1
  A = 32.0%[activator]	B = 3.2%	C = 6.1	D = 201.1%[activator]	E = 11.0%	F = 20.6
C=CCn1c(-c2cc(Cl)ccc2OC)n[nH]c1=S
  A = /	B = 0.2%	C = -2.0	D = /	E = 5.3%	F = -8.2
COc1ccc([N+](=O)[O-])cc1NC(=O)c1ccc(-n2nc(C)cc2C)cc1
  A = -5.8%	B = 4.5%	C = 1.3	D = -20.7%	E = ?	F = -12.4
C=CCN1CCN(C(c2cc(OC)ccc2OC)c2nnnn2CC2CCCO2)CC1 (stereo unspecified)
  A = 39.9%[activator]	B = -7.1%	C = 8.1	D = -20.0%	E = 12.2%	F = 15.9
COc1cc(OC)c(OC)cc1/C=C(\C#N)C(=O)NCc1cccs1
  A = 0.2%	B = -5.2%	C = 0.9	D = -1.4%	E = 3.9%	F = 10.1
CCn1ccnc1CN(C)Cc1nc(-c2ccc3c(c2)OCO3)no1
  A = -5.9%	B = 0.2%	C = 28.4*	D = 77.1%[activator]	E = -8.4%	F = 50.1*

# Other records:
# Screens by letter: A = Pf growth 96h; B = Giardia FBPA inh; C = CHX counter; D = Pf growth 48h; E = HCV inh; F = Shiga toxin inh
OCCN=c1cc(-c2ccccc2)oc2ccc(Cl)cc12
  A = ?	B = /	C = 52.4*	D = ?	E = ?	F = 189.7*
C=CCn1c(C2CC2)n[nH]c1=S
  A = 15.6%	B = ?	C = 2.4	D = -3.1%	E = -13.3%	F = -5.1
Cc1cccc(NC(=O)c2cc(-c3ccc(C)s3)nc3ccccc23)n1
  A = 36.2%[activator]	B = -2.8%	C = 6.5	D = 10.4µM*	E = ?	F = 53.0
C=CCn1c(Cc2csc(N)n2)nnc1SCC(=O)Nc1ccc(C(=O)OCC)cc1
  A = /	B = 10.6%	C = 9.4	D = -9.9%	E = ?	F = -9.3
Cc1ccc(CSc2nc3[nH]ncc3c(=O)[nH]2)cc1
  A = 0.6%	B = 8.0%	C = 44.4*	D = 55.7%[activator]	E = -3.6%	F = 135.9*
Cc1ccn2c(=O)c(C(=O)O)cnc2c1
  A = 6.9%	B = 5.2%	C = -2.8	D = -1.3%	E = 14.4%	F = 0.6
CCN(CC(=O)NCc1ccc(Cl)cc1)C(=O)NCc1ccc(Cl)cc1
  A = 16.8%	B = -3.4%	C = -2.0	D = 10.3%	E = 4.0%	F = -8.3
O=C(Nc1ccon1)c1cccc(Cl)c1
  A = /	B = 6.5%	C = 8.4	D = 25.8%	E = 22.2%	F = 5.5
COc1ccc(CNC(=O)CCNS(=O)(=O)c2ccc(Br)s2)cc1
  A = -11.9%	B = 2.0%	C = -2.1	D = 4.0%	E = -4.8%	F = -6.5
O=C(COC(=O)c1ncc(Cl)c(Cl)c1Cl)Nc1ccc(Cl)cn1
  A = 10.2%	B = /	C = /	D = 5.5%	E = 5.0%	F = /

# Another view of part of the listing above.
# Order of results: Pf growth 96h	Giardia FBPA inh	CHX counter	Pf growth 48h	HCV inh	Shiga toxin inh
> O=C(OCc1nc2ccc(Cl)cc2n1CCO)c1ccccc1
→ 4.0%	-7.4%	-2.2	-1.3%	19.4%	-5.5
> O=C1CN(C(=O)COC(=O)CNS(=O)(=O)/C=C/c2ccccc2)c2ccccc2N1
→ 32.0%[activator]	3.2%	6.1	201.1%[activator]	11.0%	20.6
> C=CCn1c(-c2cc(Cl)ccc2OC)n[nH]c1=S
→ /	0.2%	-2.0	/	5.3%	-8.2
> COc1ccc([N+](=O)[O-])cc1NC(=O)c1ccc(-n2nc(C)cc2C)cc1
→ -5.8%	4.5%	1.3	-20.7%	?	-12.4
> C=CCN1CCN(C(c2cc(OC)ccc2OC)c2nnnn2CC2CCCO2)CC1 (stereo unspecified)
→ 39.9%[activator]	-7.1%	8.1	-20.0%	12.2%	15.9
> COc1cc(OC)c(OC)cc1/C=C(\C#N)C(=O)NCc1cccs1
→ 0.2%	-5.2%	0.9	-1.4%	3.9%	10.1

# Remaining list, next part
# Screens by letter: A = Pf growth 96h; B = Giardia FBPA inh; C = CHX counter; D = Pf growth 48h; E = HCV inh; F = Shiga toxin inh
COc1cccc(-c2nnc(SCC(=O)N3CCCC3=O)n2-c2ccccc2)c1
  A = /	B = 2.1%	C = 11.8	D = 27.6%	E = 16.3%	F = -3.4
CC(C)CNC(=O)C1c2ccccc2Oc2ccccc21
  A = 0.0%	B = 6.9%	C = 8.6	D = ?	E = 11.7%	F = -5.0
CCc1ccc2[nH]c(=O)c(CN(Cc3ccc(OC)cc3)Cc3nnnn3CCOC)cc2c1
  A = ?	B = ?	C = 2.7	D = 1.85µM*	E = -10.7%	F = -16.4
Cc1ccc2cc([N+](=O)[O-])ccc2n1
  A = 46.2%[activator]	B = -11.3%	C = 12.2	D = 23.5%	E = 1.5%	F = 1.3
CC1C(=O)N2CCCc3cc(NS(=O)(=O)c4ccccc4)cc1c32 (stereo unspecified)
  A = ?	B = /	C = /	D = ?	E = ?	F = /
CC(=O)c1ccccc1OCc1ccc(C(=O)c2ccccc2)cc1
  A = -97.2%	B = 3.8%	C = 2.8	D = 7.7%	E = ?	F = 10.9
COC(=O)c1ccc(NC(=O)C2CC(=O)N(c3ccc(C)cc3)C2)cc1 (stereo unspecified)
  A = 25.2%	B = -2.6%	C = 16.7*	D = 10.4%	E = 2.8%	F = 21.2
Cn1ccnc1SCC(=O)c1ccc(C#N)cc1
  A = 7.8%	B = -26.6%	C = -4.0	D = 15.1%	E = 7.3%	F = 22.9
COc1ccc(NC(=O)C2CC(c3ccc(Cl)cc3)=NO2)cc1 (stereo unspecified)
  A = 27.5%	B = 4.7%	C = -0.2	D = 43.8%[activator]	E = -9.5%	F = -6.4
Cn1c(-c2ccc(F)cc2)cnc1SCC(=O)Nc1ccccc1N1CCOCC1
  A = /	B = 8.2%	C = 27.2*	D = -38.6%	E = ?	F = 56.0*

# (more compounds)
# Screens by letter: A = Pf growth 96h; B = Giardia FBPA inh; C = CHX counter; D = Pf growth 48h; E = HCV inh; F = Shiga toxin inh
COC(=O)c1sc(N)c(C(=O)OC)c1COC(=O)CNS(=O)(=O)c1ccc(C)c(C)c1
  A = ?	B = -3.6%	C = 0.9	D = ?	E = -29.3%	F = -0.9
CCOc1ccc(N/C=C/C(=O)c2ccccc2)cc1
  A = 84.5%[activator]	B = 6.0%	C = 38.2*	D = -7.5%	E = -5.6%	F = 69.8*
Fc1cnc(N2CCOCC2)nc1NCc1ccccc1
  A = 2.94µM*	B = -24.9%	C = -1.7	D = ?	E = -25.0%	F = -10.6
CC1CC(C)(C)N(C(=O)CN2CCN(C)CC2)c2ccccc21 (stereo unspecified)
  A = 0.0%	B = ?	C = 1.2	D = 30.6%[activator]	E = -2.5%	F = 6.0
COc1ccc2nc(NC(=O)C3CCCO3)sc2c1 (stereo unspecified)
  A = ?	B = 0.2%	C = 65.1*	D = 340.8%[activator]	E = 15.9%	F = 100.6*
Cc1ccc(NC(=O)COC(=O)Cc2cccs2)cc1S(=O)(=O)N1CCOCC1
  A = -16.0%	B = /	C = 2.4	D = -16.0%	E = 26.4%	F = -8.8
O=C(c1cc2ncc(Br)cn2n1)N1CCCCC1
  A = 9.8%	B = -6.5%	C = 19.2	D = 26.4%	E = 10.4%	F = 56.1

# Screening data as filed in PubChem BioAssay.
